High-throughput results as filed in PubChem BioAssay.
APE1 inh: APE1 (human) endonuclease inhibition; Potency, µM (top dose mostly 65.8 µM), for the others: at the top dose activity change, negative = inhibition, actives largely listed as inhibitors; AID 2517; 0.35% of 350,000 active; recombinant APE1, TAMRA/BHQ-2 abasic DNA cleavage fluorescence; P27695;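 also: plate controls were vehicle for no effect and reference inhibitor for full effect; nearly all actives have a fitted effect of over 55% in size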
Target sequence (P27695 whole entry, looked up): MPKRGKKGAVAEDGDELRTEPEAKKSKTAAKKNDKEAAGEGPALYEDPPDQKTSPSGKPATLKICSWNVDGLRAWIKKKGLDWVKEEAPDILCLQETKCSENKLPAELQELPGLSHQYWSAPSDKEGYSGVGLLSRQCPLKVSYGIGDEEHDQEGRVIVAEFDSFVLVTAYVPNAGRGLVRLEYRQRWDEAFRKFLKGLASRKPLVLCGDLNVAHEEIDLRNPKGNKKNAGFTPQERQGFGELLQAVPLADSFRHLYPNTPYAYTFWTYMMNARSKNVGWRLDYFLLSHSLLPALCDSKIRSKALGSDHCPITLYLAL
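Step 1: APE1 (0.75 nM) with compound, 15 min RT. Step 2: add 50 nM fluorophore/quencher THF duplex. Step 3: three fluorescence reads 60 s apart (525/598 nm); read 3 minus read 1 = reaction progress.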
G9a inh: blocks human histone lysine methyltransferase G9a; Q96KQ7; G9a H3K9 monomethylation, AlphaScreen, 2 h; Potency, µM (doses to about 102 µM), inactives show top-dose activity, negative = inhibition, hits mostly inhibitors; 8.8% of 350,000 active; AID 504332; also: % is scaled to controls: 0 for no effect and ±100 for the full control effect; nearly all actives have a fitted effect of over 75% in size
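G9a (20 nM) was preincubated 15 min with compound, then reacted 2 h at room temperature with 500 nM biotin-H3K9 peptide and 20 µM SAM. Monomethyl-H3K9 detected by AlphaScreen using anti-H3K9me1 antibody.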
Pol beta inh: DNA polymerase beta (human) inhibition; Pol beta primer extension/strand displacement, fluorescence kinetic; Potency, µM (highest dose often 114 µM), for inactives: at the highest dose activity change, negative = inhibition, actives largely listed as inhibitors; 1.3% of 340,000 active; AID 485314; also: % is scaled to controls: 0 for no effect and ±100 for the full control effect
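Pol beta (10 nM) and compounds were preincubated 15 min at room temperature, then 50 nM substrate (final) started primer extension/strand displacement. Reads were taken at 0 and 10 min; concentration-response data were fitted to a four-parameter Hill equation.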
BLM inh: inhibitors of human Bloom syndrome helicase BLM; P54132; 0.2% of 350,000 active; recombinant BLM DNA unwinding, fluorescence dequenching; Potency, µM (top dose mostly 56.1 µM), for inactives: top-dose activity change, negative = inhibition, most hits filed as inhibitors;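 also: plate controls were vehicle for no effect and no enzyme for full effect; nearly all actives have a fitted effect of over 35% in size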
Pol eta inh: blocks human DNA polymerase eta activity; recombinant Pol eta, fluorescent DNA replication assay; Potency, µM (top dose mostly 114 µM), for inactives: top-dose activity change, negative = inhibition, actives largely listed as inhibitors; 1.2% of 390,000 active; also: % is scaled to controls: 0 for no effect and ±100 for the full control effect
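Pol eta at 10 nM preincubated with compounds 15 min at room temperature; reaction started with fluorescent substrate (50 nM final) and read kinetically at 0 and 10 min.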
POLK inh: blocks human DNA polymerase kappa activity | Q9UBT6 | purified Pol kappa, fluorescent DNA synthesis assay, 10 min | Potency, µM (titrated, usually from 107 µM), for inactives: at the highest dose activity, negative = inhibition, hits mostly inhibitors | 0.53% of 400,000 active | AID 588579; also: % is scaled to controls: 0 for no effect and ±100 for the full control effect
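Enzyme at 10 nM met test compounds for 15 min at room temperature. Substrate addition (50 nM final) began the reaction, which was monitored by fluorescence at 0 and 10 min.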
BAZ2B inh: blocks human BAZ2B; AlphaScreen BAZ2B-H3K14Ac peptide displacement; Potency, µM (top dose mostly 114 µM), inactives show top-dose activity change, negative = inhibition, most hits filed as inhibitors; 4.4% of 360,000 active; also: % is scaled to controls: 0 for no effect and ±100 for the full control effect; nearly all actives have a fitted effect of over 60% in size
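In this displacement format the biotinylated H3(5-23) peptide acetylated at Lys14 serves as ligand at 50 nM, with BAZ2B at 50 nM in PBS pH 7.4 containing 0.01% Tween-20. Donor and acceptor beads are 10 ug/mL final.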
Pol iota inh: inhibitors of human DNA polymerase iota | Pol iota fluorescent replication assay, 10 min | Q9UNA4 | 1% of 390,000 active | Potency, µM (highest dose often 115 µM), for the others: top-dose activity, negative = inhibition, most hits filed as inhibitors
Target sequence (Q9UNA4 whole entry, looked up): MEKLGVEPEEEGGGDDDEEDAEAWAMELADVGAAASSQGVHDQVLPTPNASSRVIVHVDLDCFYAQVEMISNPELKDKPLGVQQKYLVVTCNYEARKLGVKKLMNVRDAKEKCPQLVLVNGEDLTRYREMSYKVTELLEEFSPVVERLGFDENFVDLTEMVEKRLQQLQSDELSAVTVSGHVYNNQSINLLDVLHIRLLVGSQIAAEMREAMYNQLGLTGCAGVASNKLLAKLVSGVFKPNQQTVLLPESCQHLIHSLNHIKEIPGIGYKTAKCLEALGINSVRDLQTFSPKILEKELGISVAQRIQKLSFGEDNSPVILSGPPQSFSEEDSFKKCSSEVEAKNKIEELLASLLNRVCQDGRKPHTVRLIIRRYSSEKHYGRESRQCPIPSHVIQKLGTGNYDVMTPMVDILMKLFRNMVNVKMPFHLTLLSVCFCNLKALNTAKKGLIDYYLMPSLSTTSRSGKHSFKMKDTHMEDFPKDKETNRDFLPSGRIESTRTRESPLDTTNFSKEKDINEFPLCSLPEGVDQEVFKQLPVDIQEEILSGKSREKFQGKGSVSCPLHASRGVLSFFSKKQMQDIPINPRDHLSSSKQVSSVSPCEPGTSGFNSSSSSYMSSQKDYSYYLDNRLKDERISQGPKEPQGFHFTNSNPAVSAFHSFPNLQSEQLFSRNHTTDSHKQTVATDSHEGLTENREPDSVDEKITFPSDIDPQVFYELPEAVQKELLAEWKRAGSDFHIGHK
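Fluorescent replication assay read twice, at 0 min and 10 min after adding 50 nM (final) substrate. Enzyme (10 nM) and compounds were first incubated 15 min at room temperature; enzyme-free buffer wells were negative controls.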
JMJD2A Tudor: JMJD2A Tudor domain (human) inhibition | O75164 | AlphaScreen JMJD2A-Tudor / H3K4me3 peptide binding | Potency, µM (series often up to 114 µM), for the others: top-dose activity change, negative = inhibition, most hits filed as inhibitors | 4.4% of 390,000 active | AID 504339; also: % is scaled to controls: 0 for no effect and ±100 for the full control effect; nearly all actives have a fitted effect of over 50% in size
* hit, by the source's call; ? = inconclusive; . = not tested or not shown; & = joins results of further samples; [ ] = another dose, or the depositor's remark. Calls follow the shape of the dose curve; as a rule, active = well fitted curve in the direction sought with a large enough effect; inconclusive = small, poorly fitted or top-dose-only effect, or another doubt; inactive = no such curve, though single readings can be large; an effect the other way counts as inactive or inconclusive. Potency is read from the fitted curve at half-maximal effect.

No.	SMILES	APE1 inh	G9a inh	Pol beta inh	BLM inh	Pol eta inh
1	O=C(CCNS(=O)(=O)c1ccccc1)NCCSc1ccc(Br)cc1	-13%	9%[59 µM]	.	.	-21%
2	CSc1ccc(CCNC(=O)C(C)n2nc(C)c3sc4ccccc4c3c2=O)cc1 (stereo not given)	.	?	13%	56%[activator]	.
3	CCc1nc2ccccc2c(C(=O)Nc2cc(C)ccc2C)c1C	-7%	9%	2%	0%	6%
4	Cc1ccc(Nc2nnc(SCC(=O)NC3CCS(=O)(=O)C3)s2)c(C)c1 (stereo not given)	-2%	-4%	-3%	-5%	-14%
5	Cc1ccccc1S(=O)(=O)Cc1ccc(C(=O)NCc2cccnc2)o1	17%	-9%[12.7 µM]	3%	-2%	-6%
6	COCCNC(=O)COc1ccc(N(C)S(=O)(=O)c2ccc3ccccc3c2)cc1	36%	5%	23%	0%	-8%
7	CCCN(CC(=O)Nc1ccccc1OC)C(=O)c1cc(-c2cccs2)nn1-c1ccccc1	6%	45µM*	.	.	-7%
8	CCn1c(CSc2nncn2-c2ccc(OC)cc2)nc2cc(S(=O)(=O)N(C)C)ccc21	-3%	2%[59 µM]	10%	0%	-7%
9	C=CCn1c(SCC(=O)NCC(c2ccccc2)N(C)C)nc2sc3c(c2c1=O)CCC3 (stereo not given)	.	.	.	.	-15%
10	Cc1oc2ncn(C)c(=O)c2c1C(=O)N1CCN(c2ccc(Cl)cc2)CC1	.	1%[59 µM]	3%	3%	-10%
11	CCCOc1ccc(NC(=O)C2CC(=O)N3CCCN=C3S2)cc1 (stereo not given)	-7%	?	6%	-5%	-4%
12	CCCOc1cc(C)c(S(=O)(=O)NCCOC)cc1C	3%	11%[12.7 µM]	0%	-7%	-5%

No.	POLK inh	BAZ2B inh	Pol iota inh	JMJD2A Tudor
1	-9%	1%	28%	-15%
2	-21%	?	-10%	-23%
3	-16%	7%	2%	-5%
4	3%	-6%	178%[activator]	-9%
5	-1%	-1%	0%	-6%
6	-2%	-10%	46%[activator]	-20%
7	-5%	-3%	15%	-15%
8	-5%	-5%	0%	-7%
9	-6%	.	0%	-28%
10	-13%	11%[57.1 µM]	-13%	-19%
11	-1%	0%	-10%	-12%
12	0%	-8%	12%	-7%

(cont.)
No.	SMILES	APE1 inh	G9a inh	Pol beta inh	BLM inh	Pol eta inh
13	CC(=O)c1ccc(NC(=O)c2noc(C(C)C)c2[N+](=O)[O-])cc1	12%	-26%	0%	-5%	-11%
14	CCOC(=O)C1=C(C)N(CCCC(=O)O)C(=O)NC1c1ccc2ccccc2c1 (stereo not given)	.	.	.	.	-14%
15	O=C(Cc1cccs1)N1CCN(S(=O)(=O)c2ccc(Cl)c(C(F)(F)F)c2)CC1	13%	-5%[12.7 µM]	.	.	-9%
16	NC(=S)Nc1cccc2cccnc12	10%	22%[2.33 µM]	-11%	0%	-17%
17	COc1ccc(/C=N/NC(=O)c2cc(C)n(-c3ccccc3)c2C)cc1OC	-3%	?	16%	-11%	-16%
18	Cc1ccc(NC(=O)CSc2nc3nc(C)cc(C)c3c(=O)[nH]2)cc1	-3%	-1%[12.7 µM]	45µM*	2%	?
19	CCN1CCN(c2nc3c(C)cccn3c(=O)c2/C=C(\C#N)C(=O)NCCOC)CC1	-14%	20%	11%	-2%	-3%
20	CCOC(=O)c1cnc2ccccc2c1Nc1ccc(N2CCOCC2)cc1	.	?	22%	-2%	-18%
21	CS(=O)(=O)Nc1nc2n(n1)C(c1ccccc1)C=C(c1ccc(Br)cc1)N2 (stereo not given)	-3%	?	-9%	1%	-16%
22	COC(=O)c1ccccc1NC(=O)C1CCN(C(=O)N2CC(C)Oc3ccccc32)CC1 (stereo not given)	.	-9%[59 µM]	17%	-2%	-22%
23	COc1cccc(C2=CC(c3ccccc3F)n3ncc(C(=O)Nc4ccc(C)cc4)c3N2)c1 (stereo not given)	.	?	28µM*	-9%	-18%
24	CN1CCN2c3ncccc3Cc3ccccc3[C@@H]2C1	24%	9%[12.7 µM]	16%	-1%	-13%

No.	POLK inh	BAZ2B inh	Pol iota inh	JMJD2A Tudor
13	-1%	12%	-15%	-10%
14	-3%	.	23%	-4%
15	-27%	2%	?	-4%
16	-5%	?	21%	-31%
17	-14%	?	85%[activator]	?
18	-1%	-34%	1%	-12%
19	-24%	1%	-8%	-21%
20	9%	?	15%	?
21	-2%	-1%	-3%	-16%
22	2%	-22%	24%	-10%
23	-9%[60.1 µM]	?	-2%	?
24	-15%	-16%	-5%	-1%

(more compounds)
No.	SMILES	APE1 inh	G9a inh	Pol beta inh	BLM inh	Pol eta inh
25	Cc1cc(NC(=O)CCN2CCCCC2)ccc1Br	18%	3%[59 µM]	18%	5%	-15%
26	Cc1ccc(NC(=O)C(=O)NCC(c2ccc3c(c2)OCO3)N2CCN(c3ccccc3)CC2)cc1 (stereo not given)	.	3%[59 µM]	10%	-1%	-21%
27	O=C(c1csc2c1CCCCC2)N1CCN(c2ncccn2)CC1	-5%	16%[12.7 µM]	10%	0%	2%
28	CCC(=O)NC(=S)Nc1ccc(NC(=O)COc2ccc(Cl)c(C)c2)cc1	-2%	-3%[59 µM]	6%	-3%	-18%
29	CC(C)(C)OC(=O)NCCCC[C@H](NC(=O)c1nc[nH]c1C(=O)NC1CCN(C(=O)OC(C)(C)C)CC1)C(=O)OC(C)(C)C	-9%	44%[12.7 µM]	?	-19%	-19%
30	CCOC(=O)CC[C@H](NC(=O)Cn1cnc2c(NCc3ccccc3)ncnc21)C(=O)OCC	-3%	.	.	.	-6%
31	O=c1c2oc3ccccc3c2ncn1Cc1ccc(F)cc1	1%	-30%	33%	-11%	-7%
32	CCCNC(=O)C(Cc1ccccc1)NS(=O)(=O)c1ccc2c(c1)c(=O)n(C)c(=O)n2C (stereo not given)	-5%	-19%[59 µM]	37%&-3%	0%&0%	-2%&-1%
33	CC(C)Oc1cc(C(=O)NC2CCCCC2)c2ccccc2n1	-11%	39%[activator]	13%	-8%	-5%
34	Cc1ccc(C(=O)OCC(=O)NCCN2C(=O)CSC2=O)cc1[N+](=O)[O-]	17%	.	.	.	-6%
35	Cc1cccc(N2CCN(CC(O)COc3ccc4ccccc4c3)CC2)c1 (stereo not given)	.	.	.	.	-3%
36	Cc1ccc(NC(=O)C2CCC(CNS(=O)(=O)c3ccc4c(c3)C(C)(C)C(=O)N4C)CC2)cc1 (stereo not given)	.	-26%[59 µM]	14%	-7%	-27%

No.	POLK inh	BAZ2B inh	Pol iota inh	JMJD2A Tudor
25	9%	11%	4%	11%
26	-10%[60.1 µM]	2%	18%	-24%
27	-5%	7%	91%[activator]	-5%
28	0%	-31%	-17%	-13%
29	-24%	9%	-5%	-34%
30	-9%	.	-24%	-11%
31	1%	8%	-8%	-8%
32	8%&-9%	-9%&6%	9%&-17%	-5%&-17%
33	-13%	-1%	10%	0%
34	-16%	.	-11%	-1%
35	-7%	.	31%[activator]	-10%
36	-14%	-14%	?	-12%

Brought forward from above: six entries; new compounds follow.
No.	SMILES	APE1 inh	G9a inh	Pol beta inh	BLM inh	Pol eta inh
31	O=c1c2oc3ccccc3c2ncn1Cc1ccc(F)cc1	1%	-30%	33%	-11%	-7%
32	CCCNC(=O)C(Cc1ccccc1)NS(=O)(=O)c1ccc2c(c1)c(=O)n(C)c(=O)n2C (stereo not given)	-5%	-19%[59 µM]	37%&-3%	0%&0%	-2%&-1%
33	CC(C)Oc1cc(C(=O)NC2CCCCC2)c2ccccc2n1	-11%	39%[activator]	13%	-8%	-5%
34	Cc1ccc(C(=O)OCC(=O)NCCN2C(=O)CSC2=O)cc1[N+](=O)[O-]	17%	.	.	.	-6%
35	Cc1cccc(N2CCN(CC(O)COc3ccc4ccccc4c3)CC2)c1 (stereo not given)	.	.	.	.	-3%
36	Cc1ccc(NC(=O)C2CCC(CNS(=O)(=O)c3ccc4c(c3)C(C)(C)C(=O)N4C)CC2)cc1 (stereo not given)	.	-26%[59 µM]	14%	-7%	-27%
37	CN(C)C(=O)c1cc(C(=O)Cc2ccccc2)c[nH]1	27%	-26%	30%	0%	-12%
38	CCc1ccc(-c2nn(CC(=O)NC3CCCCC3)c3c2cnc2ccc(C)cc23)cc1	.	8%[59 µM]	?	-1%	-9%
39	CCn1c2ccccc2c2cc(CN3CCN(Cc4ccc(OC)c(OC)c4)CC3)ccc21	.	?	11%	-4%	?
40	Cc1cccc(S(=O)(=O)c2c(N)n(/N=C/c3cccnc3)c3nc4ccccc4nc23)c1	-1%	-8%[12.7 µM]	2%	-16%	-2%
41	CCc1cccc(CC)c1NC(=O)CN1CCc2cc(OC)c(OC)cc2C1	4%	71µM*	-1%	2%	.
42	CCOc1c(CNc2nnnn2C)cccc1OC	?	10%	-12%	-1%	-23%
43	CC(/C=C/c1ccco1)=N/NC(=O)c1ccc(C)nc1	-4%	-20%	-17%	0%	-2%
44	CCc1csc(CCNC(=O)C2CCC(=O)N(CCc3cccc(F)c3)C2)n1 (stereo not given)	57%[activator]	18%	?	2%	-23%
45	COc1cccc(/C=C2\Oc3cc(OCC(=O)N4CCC[C@H]4C(=O)O)ccc3C2=O)c1	12%	-9%[12.7 µM]	-2%	-3%	45µM*
46	O=C(COC(=O)c1ccccc1NCc1ccco1)Nc1ccc2c(c1)OCO2	0%	-45%[59 µM]	-4%	-8%	?
47	Clc1cccc(-c2nn3c(Cn4cnc5ccccc54)nnc3s2)c1	18%	?	0%	-21%	-7%

No.	POLK inh	BAZ2B inh	Pol iota inh	JMJD2A Tudor
31	1%	8%	-8%	-8%
32	8%&-9%	-9%&6%	9%&-17%	-5%&-17%
33	-13%	-1%	10%	0%
34	-16%	.	-11%	-1%
35	-7%	.	31%[activator]	-10%
36	-14%	-14%	?	-12%
37	-13%	-26%	?	-13%
38	17%	-10%	-4%	-13%
39	-4%	45µM*	4%	4.5µM*
40	-8%	12%	64%[activator]	-10%
41	.	50µM*	.	.
42	6%	-14%	11%	-12%
43	-1%	-16%	?	-23%
44	-1%	-4%	8%	-6%
45	-4%	-24%	1%	-21%
46	-26%	-33%	2%	-22%
47	-7%	-1%	-19%[58.9 µM]	-28%

Some of the compounds tested (hit frequency here may not be typical).
